Compound activity as filed in PubChem.
HCV core dimer – blocks dimerization of HCV core protein. inhibition, % at 5 µM. TR-FRET GST/Flag-core106 dimerization, 1536-well. AID 1899. 300,000 tested, 0.33% active;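 active = inhibition above the mean of all tested compounds plus 3 SD, set per screening campaign, cut at about 45% in these data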
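assay system = GST-tagged and Flag-tagged HCV core protein residues 1-106 | controls = unlabelled core106 and no-GST-core106 wells | incubation = compound-protein-antibody incubation 4 h at 22.5 °C | probe or stimulus = Eu donor and XL665 acceptor anti-tag antibodies | read-out = % inhibition based on acceptor/donor emission ratio | signal = TR-FRET 671 and 617 nm emission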
CTSL1 counter – blocks F. hepatica cathepsin L1 in PFM18AAP counter-screen; recombinant F. hepatica cathepsin L1, Z-Leu-Arg-MCA fluorescence; inhibition, % at 5.96 µM; 300,000 tested, 0.49% active; AID 1906;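 active = inhibition above the mean of all tested compounds plus 3 SD, set per screening campaign, cut at about 17% in these data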;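 note: 0% = plate median of test compound wells and 100% = 1 µM Z-Phe-Ala-diazomethylketone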
PP5 inh – PP5 (human) phosphatase inhibition | P53041 | purified PP5c, OMFP substrate fluorescence | inhibition, % at 6.7 µM | 320,000 tested, 0.18% active;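 active = inhibition above the campaign's mean inhibition across all tested compounds plus 3 SD, cut at about 9.5% in these data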;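 note: 0% = DMSO only and 100% = 100 µM cantharidin control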
Efflux pump mplx – antifungal efflux pump inhibition, Nile Red retention; 330,000 tested, 0.44% active; S. cerevisiae Candida pump triplex; inhibition, % at 10 µM;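 active = plate passing quality check with inhibition over a set limit, or well fluorescence over plate mean plus 4 SD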;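 note: Nile Red retained in pooled yeast measured as flow cytometry median fluorescence; 0% = buffer negative control and 100% = Enniatin B positive control; higher means more Nile Red kept so more efflux inhibition; some compounds called inactive have numbers as strong as hits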
GASC-1 inh – inhibitors of human GASC-1 (JMJD2C) demethylase; inhibition, % at 2.35 µM; GST-JMJD2C(1-420) H3K9me3 demethylation, DELFIA europium; Q9H3R0; 330,000 tested, 0.069% active;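 active = more than half of a compound's replicate wells show inhibition beyond 50%, single wells judged on their own value; inconclusive = some, but no more than half, of replicates pass 50% inhibition; inactive = no replicate passes 50% inhibition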;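 note: signal counts dimethyl H3K9 product captured on neutravidin plate; 0% = median of DMSO wells and 100% = 0.3 times that DMSO median; strong numbers were not always called active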
Target sequence (Q9H3R0 1-420 limits assumed): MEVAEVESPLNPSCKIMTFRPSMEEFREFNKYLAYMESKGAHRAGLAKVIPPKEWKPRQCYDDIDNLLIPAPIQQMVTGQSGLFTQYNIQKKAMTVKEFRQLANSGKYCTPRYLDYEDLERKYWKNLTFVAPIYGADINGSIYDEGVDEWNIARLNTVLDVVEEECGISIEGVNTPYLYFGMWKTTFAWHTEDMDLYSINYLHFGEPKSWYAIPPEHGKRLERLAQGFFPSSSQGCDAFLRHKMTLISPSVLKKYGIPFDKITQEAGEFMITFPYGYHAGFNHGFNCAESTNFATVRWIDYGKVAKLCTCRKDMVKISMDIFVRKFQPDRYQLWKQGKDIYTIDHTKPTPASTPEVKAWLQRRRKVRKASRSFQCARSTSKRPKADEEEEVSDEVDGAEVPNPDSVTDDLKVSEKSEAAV
PP1 inh – counter-screen for PP5 inhibitors: inhibitors of human PP1-alpha; P62136; purified PP1alpha, OMFP fluorescence; 320,000 tested, 0.9% active; inhibition, % at 6.7 µM;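 active = inhibition above the mean inhibition of all tested compounds plus 3 SD, computed separately for each screening campaign, cut at about 15% in these data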
Target sequence (P62136 whole entry, looked up): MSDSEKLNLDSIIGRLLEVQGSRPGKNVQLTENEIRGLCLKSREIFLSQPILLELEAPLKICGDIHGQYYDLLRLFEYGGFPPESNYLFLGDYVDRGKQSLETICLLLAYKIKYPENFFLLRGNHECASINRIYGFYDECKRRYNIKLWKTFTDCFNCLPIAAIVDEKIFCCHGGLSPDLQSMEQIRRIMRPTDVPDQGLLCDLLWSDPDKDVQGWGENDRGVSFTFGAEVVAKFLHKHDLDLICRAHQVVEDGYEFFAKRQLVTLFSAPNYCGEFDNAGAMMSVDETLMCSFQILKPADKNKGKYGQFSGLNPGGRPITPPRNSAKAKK
procasp7 counter – counter-screen: procaspase-7 (human) activation; P55210; recombinant procaspase-7, Ac-DEVD-pNA absorbance 405 nm; D23A/D198A/D206A triple mutant, cannot self-cleave; scale: DMSO 0, 5 µM enzyme 100; activation, % at 8.5 µM; 330,000 tested, 0.093% active; AID 463210;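 active = percent activation above the screen-wide mean plus 3 SD, cut at about 25% in these data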
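Material: Procaspase-7 triple mutant (PC-7 D3A) | Quantity: 2 µM procaspase-7 mutant as dispensed | Reagent: DEVD-pNA substrate | Times: 1 h preincubation, 2 h reaction | Technique: 405 nm absorbance of p-nitroaniline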
TPT1 inhibitor – C. albicans TPT1 enzyme inhibition; recombinant caTPT1, FP RNA substrate dephosphorylation; inhibition, % at 5 µM; 300,000 tested, 0.81% active;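 active = inhibition above the mean of all tested compounds plus 3 SD, set per screening campaign, cut at about 24% in these data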;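 note: plate controls were DMSO alone for no effect and ferristatin control at 100 nM for full effect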
proCasp3 act – activates human procaspase-3; P42574; recombinant procaspase-3 D3A, Ac-DEVD-pNA absorbance 405 nm; activation, % at 8.5 µM; 330,000 tested, 0.11% active;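 active = activation above the mean of all tested compounds plus 3 SD, cut at about 21% in these data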;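 note: 0% = DMSO alone and 100% = DMSO wells spiked with extra 5 µM PC-3 D3A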
Target sequence (P42574 whole entry D9A/D28A/D175A): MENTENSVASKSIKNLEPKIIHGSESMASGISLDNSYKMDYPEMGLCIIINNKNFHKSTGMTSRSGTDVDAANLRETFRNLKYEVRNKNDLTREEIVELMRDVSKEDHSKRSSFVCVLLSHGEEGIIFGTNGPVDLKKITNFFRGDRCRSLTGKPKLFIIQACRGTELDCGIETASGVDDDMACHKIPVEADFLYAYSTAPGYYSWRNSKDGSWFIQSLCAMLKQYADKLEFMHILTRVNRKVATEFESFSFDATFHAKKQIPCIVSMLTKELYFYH
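Test system: Procaspase-3 D3A mutant, all three cleavage aspartates alanine | Dosing: Single dose, 8.5 µM nominal compound, 0.8% DMSO | Schedule: 1 h preincubation, 2 h reaction | Technique: 405 nm absorbance of p-nitroaniline, reads at 0 and 120 min | Repeats: One well per compound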
* = called active by the depositor; u = inconclusive; x = not tested or not shown; & = joins results of further samples. No enrichment for hits; 2.9% or so of the library scored in one or more.

SMILES	HCV core dimer	CTSL1 counter	PP5 inh	Efflux pump mplx	GASC-1 inh	PP1 inh	procasp7 counter	TPT1 inhibitor	proCasp3 act
Cn1nccc1C(=O)N1CCCC(C(=O)c2ccc(Oc3ccccc3)cc2)C1 (stereo not given)	-7	7	2.4	0.0	x	3	3	0	3
CCn1c(SCC(=O)NCCc2ccccc2)nc2c(c1=O)SC(C)C2 (stereo not given)	-2	13	0.2	-0.1	6	-1	-5	1	-4
O=C(OC1CCN(c2ccc([N+](=O)[O-])cc2)CC1)c1ccccc1	11	2	-0.1	-0.1	-2	3	-9	4	-2
O=C(COC(=O)CCc1ccc(S(=O)(=O)N2CCOCC2)cc1)NCc1ccccc1	-2	-5	-1.7	0.0	-1	-6	-4	-2	4
CC1CCCC(NC(=O)CN2C(=O)NC(Cc3c[nH]c4ccccc34)C2=O)C1C (stereo not given)	x	x	x	-0.3	1	x	8	x	13
c1cc(CNCC2CCCO2)ccn1 (stereo not given)	1	0	2.8	0.1	2	8	-5	0	3
COc1cccc(NC(=O)CSc2nc3ccccc3nc2N2CCCC2)c1	-5	5	3.8	0.0	3	4	1	1	-1
COc1cc(NC(=O)Cn2c(=O)n(CC3CCCO3)c(=O)c3cc(OC)c(OC)cc32)cc(OC)c1 (stereo not given)	-5	-1	0.6	-0.1	-1	1	6	1	0
COc1ccc(OCC(O)CN2CCOCC2)cc1 (stereo not given)	6	-1	-0.1	0.0	6	-8	0	-3	9
O=C(CCC(=O)N1CCSc2ccccc21)NCc1ccccc1	1	-1	-0.8	-0.1	-2	-1	13	-3	-10
O=C(NCCc1ccccc1)c1cccc([N+](=O)[O-])c1	-10	1	1.2	0.2	-16	-1	2	0	1
Cn1nnc2cc(C(=O)NCCC3=CCCCC3)ccc21	1	2	-0.7	-0.1	17	-2	0	1	-1
CSc1nc(Oc2ccc(=O)n(C)n2)nc(N(C)C)n1	-7	-2	-0.5	0.0	114	-3	0	1	14
COc1cccc2cc(NC(=O)C3CCCCC3)c(=O)oc12	5	4	0.4	0.1	7	0	4	-3	1
Cc1ccc(CNC(=O)c2cc(C3CC3)nc3c2cnn3C(C)C)cc1	x	x	1.6	0.1	-9	8	-9	x	-3
CCOC(=O)C1=C(C)N=C2SC(C(=O)OC)=CC(=O)N2C1c1cccc(OC)c1 (stereo not given)	11	-2	2.2	0.2	0	-2	-2	-1	2
COc1ccc(Br)c(C(=O)NCCC(C)C)c1	-4	-5	1.0	0.3	-3	4	-1	1	6
c1ccc2c(c1)c1c3n2CCNC3CCC1 (stereo not given)	0	-2	1.8	0.5	-14	-9	1	-3	-4
COc1cnn(-c2ccc(C)cc2)c(=O)c1Cl	0	0	-0.5	0.0	-3	0	-14	-2	2
CCc1ccc(OCC(=O)NCCOc2ccccc2)cc1	0	0	-0.2	0.0	8	2	1	-6	2
COc1cc(CC(=O)Nc2ncc(C)s2)cc(OC)c1OC	-2	5	1.9	0.0	12	-1	4	-1	-2
Cc1cccc(Cn2ccc(NC(=O)c3cccnc3)n2)c1	-6	3	2.1	-0.1	5	-2	-10	1	6
CC1CCCCN1C(=O)c1cc(S(=O)(=O)N2CCCCC2)c[nH]1 (stereo not given)	3	-2	1.2	0.0	-4	-2	1	1	2
Cc1ccc(S(=O)(=O)NC(Cc2ccc(Cl)cc2)C(=O)O)cc1 (stereo not given)	6	2	-2.6	-0.1	-14	-1	-3	-6	6
COc1cc(CNC2CCCC2)c(Br)cc1OCc1ccccc1	-3	2	2.9	-0.1	13	-2	9	-5	8

Four entries from above in another layout.
Results follow in this order: HCV core dimer | CTSL1 counter | PP5 inh | Efflux pump mplx | GASC-1 inh | PP1 inh | procasp7 counter | TPT1 inhibitor | proCasp3 act
> CC1CCCCN1C(=O)c1cc(S(=O)(=O)N2CCCCC2)c[nH]1 (stereo not given)
  3 | -2 | 1.2 | 0.0 | -4 | -2 | 1 | 1 | 2
> O=C(OC1CCN(c2ccc([N+](=O)[O-])cc2)CC1)c1ccccc1
  11 | 2 | -0.1 | -0.1 | -2 | 3 | -9 | 4 | -2
> c1ccc2c(c1)c1c3n2CCNC3CCC1 (stereo not given)
  0 | -2 | 1.8 | 0.5 | -14 | -9 | 1 | -3 | -4
> O=C(NCCc1ccccc1)c1cccc([N+](=O)[O-])c1
  -10 | 1 | 1.2 | 0.2 | -16 | -1 | 2 | 0 | 1

A different layout for part of the listing above:
| compound | HCV core dimer | CTSL1 counter | PP5 inh | Efflux pump mplx | GASC-1 inh | PP1 inh | procasp7 counter | TPT1 inhibitor | proCasp3 act |
| --- | --- | --- | --- | --- | --- | --- | --- | --- | --- |
| COc1cccc2cc(NC(=O)C3CCCCC3)c(=O)oc12 | 5 | 4 | 0.4 | 0.1 | 7 | 0 | 4 | -3 | 1 |
| Cc1ccc(CNC(=O)c2cc(C3CC3)nc3c2cnn3C(C)C)cc1 | x | x | 1.6 | 0.1 | -9 | 8 | -9 | x | -3 |

Remaining list, next part:
SMILES	HCV core dimer	CTSL1 counter	PP5 inh	Efflux pump mplx	GASC-1 inh	PP1 inh	procasp7 counter	TPT1 inhibitor	proCasp3 act
CC(=O)C1=C(C)Nc2ncnn2C1c1cccc(Br)c1 (stereo not given)	-7	-1	2.5	-0.1	10	0	-10	-3	-5
C[C@H]1COC(=O)[C@@H](Cc2ccc(F)cc2)C/C=C\C[C@@H](CC(=O)NCCO)C(=O)N1	x	x	x	-0.3	3	x	15	x	0
O=C(Nc1ccc(S(=O)(=O)N2CCN(c3ccccc3)CC2)cc1)c1cccs1	4	-3	4.8	-0.1	-3	3	5	0	4
COc1cc(/C=N/NC(=O)CCC(=O)Nc2ccc(Br)cc2)ccc1O	-3	0	2.1	0.0	-2	0	2	0	4
Cc1ccc(C)c(N(C(=O)Cn2nnc3ccccc32)C(C(=O)NCc2ccco2)c2ccncc2)c1 (stereo not given)	-5	-4	3.8	-0.1	2&-8	1	-12	7	-4
O=C(c1noc2c1CCCC2)N1CCN(Cc2ccccc2)CC1	-3	0	1.2	-0.1	-34	-3	2	3	2
CCN(CC(=O)Nc1cc(Cl)ccc1C)C(=O)CCS(=O)(=O)c1ccc(C)cc1	2	-1	-0.6	0.0	3	-3	4	1	4
CCn1c(C)cc(C(=O)CN2C(=O)c3ccccc3S2(=O)=O)c1C	x	x	1.7	0.1	-6	-3	0	x	-6
Cn1c(SCC(=O)Nc2ccccc2)nnc1-c1ccc2nonc2c1	1	-1	2.2	-0.1	2	-4	0	0	8
CNC(=O)c1ccsc1NC(=O)CCS(=O)(=O)c1ccc(F)cc1	1	1	2.3	0.0	-1	-5	5	1	-9
Cc1cccc(Nc2ncnc(N)n2)c1	-1	4	1.5	0.0	-2	-4	5	-4	2
Cc1ccc(SCC(=O)NN2C(=O)c3ccccc3C2=O)cc1	-3	3	0.0	0.1	-9	-2	2	-6	4
O=C(Nc1ccc(N2CCCC(O)C2)cc1)c1snc2c(=O)[nH]cnc12 (stereo not given)	-12	-1	1.6	0.1	-3	0	-7	0	2
COc1ccc(CC(=O)Nc2ccc(S(=O)(=O)Nc3nc(C)cc(C)n3)cc2)cc1	5	-3	1.3	0.0	5	-6	14	-1	-2
Cc1cc(OCC(=O)NNC(=O)c2ccncc2)ccc1C(C)C	0	-3	-2.7	0.0	5	9	9	-1	11
Cc1ccc(NC(=O)NC(=O)N(c2ccccc2)S(C)(=O)=O)cc1	-2	-2	1.5	-0.1	1	1	-7	-5	-9
COc1ccc(Cc2nnc(NC(=O)c3ccc(Cl)c([N+](=O)[O-])c3)s2)cc1	3	-16	-2.5	0.0	8	-2	-1	0	11
CCCCSc1nc(C)cc(NC(=S)Nc2ccc(OC)cc2)n1	5	3	1.5	-0.1	-2	4	-2	-8	1
O=c1c(Cc2ccccc2O)c(O)nc2n1CCCS2	-9	0	-0.6	0.0	-18	2	-1	-3	-2
CC(C)(C)SCCNC(=O)c1ccc(Cl)c([N+](=O)[O-])c1	3	-2	1.8	-0.1	8	3	3	-3	5
CC(C)Cn1cnc2c(c(-c3ccccc3)c(-c3ccccc3)n2Cc2ccco2)c1=N	-3	2	3.5	0.1	7	6	4	0	-2
COCCn1cnc2cc(C)c(C)cc21	0	-1	-0.9	0.2	8	-2	-4	1	-7
Clc1ccc(/C=N/Nc2ncnc3nc[nH]c23)cc1	3	5	0.6	0.0	-6	-3	-2	-2	-5
COc1ccc(NC(=S)N(CCN2CCCCC2)Cc2ccco2)cc1	-2	2	1.8	0.1	-19	2	-15	-1	-4
COc1cccc(N=C2NC(=O)/C(=C/c3cc([N+](=O)[O-])ccc3O)S2)c1	15	8	-0.7	0.0	4	8	2	51*	-2

Quoted at random: 4 entries already listed
SMILES	HCV core dimer	CTSL1 counter	PP5 inh	Efflux pump mplx	GASC-1 inh	PP1 inh	procasp7 counter	TPT1 inhibitor	proCasp3 act
O=c1c(Cc2ccccc2O)c(O)nc2n1CCCS2	-9	0	-0.6	0.0	-18	2	-1	-3	-2
Cc1ccc(NC(=O)NC(=O)N(c2ccccc2)S(C)(=O)=O)cc1	-2	-2	1.5	-0.1	1	1	-7	-5	-9
COc1ccc(CC(=O)Nc2ccc(S(=O)(=O)Nc3nc(C)cc(C)n3)cc2)cc1	5	-3	1.3	0.0	5	-6	14	-1	-2
Cn1c(SCC(=O)Nc2ccccc2)nnc1-c1ccc2nonc2c1	1	-1	2.2	-0.1	2	-4	0	0	8

Following part.
SMILES	HCV core dimer	CTSL1 counter	PP5 inh	Efflux pump mplx	GASC-1 inh	PP1 inh	procasp7 counter	TPT1 inhibitor	proCasp3 act
CC(C)(C)c1cc(P(=O)(c2ccccc2)c2ccccc2)ccc1O	3	2	3.0	0.1	3	5	-3	1	8
N=c1c2c(ncn1CCN1CCOCC1)Oc1cc(O)ccc1C2c1ccccc1 (stereo not given)	-2	-1	-4.0	0.0	1	1	4	1	0
CC1CCN(C(=O)c2cccc(NC(=O)c3cccs3)c2)CC1	-2	-5	-4.5	0.4	21	0	-2	3	-3
O=S(=O)(c1ccccc1)N(CC(O)Cn1c2ccccc2c2ccccc21)c1ccccc1 (stereo not given)	11	0	5.7	0.1	-4	2	-6	-2	4
CSc1nc(C)c(CCO)c(=O)[nH]1	5	-3	0.0	0.3	-14	-3	0	-3	0
O=C(c1ccc(N2CCN(C(=O)c3ccccc3)CC2)cc1)c1cccc(F)c1	16	5	0.4	0.0	4	-3	7	-1	3
CNCC[C@H](Oc1cccc2ccccc12)c1cccs1	8&-10	0&0	-1.2&-0.4	0.1&0.1	u	3&-5	-9&-12	9&1	17&1
CCCSc1nc2c(c(=O)[nH]c(=O)n2C)n1C	-3	0	-1.5	0.0	21	0	5	0	-3
Cc1ccc(-n2cc(-c3ccc([N+](=O)[O-])cc3)[nH]c2=S)c(C)c1	4	0	1.4	0.3	-5	-2	-13	8	-7
COc1ccc(C(=O)N/N=C/c2c(C)[nH]c(=O)[nH]c2=O)cc1	-3	0	-2.3	0.0	4	-4	6	-1	-6
CC1(C)CC(=O)c2c(nc3ccccc3c2N)C1	7	2	1.4	0.1	1	-3	1	-3	4
